Screens (PubChem)
PolyA inhibitor = polyadenylation inhibitors in yeast reporter cells, primary screen, luminescence, S. cerevisiae; calls only at 12 µM; AID 1875, 2009; hit rate 0.02% among 300,000; S. cerevisiae SKY197-pL101 polyadenylation reporter, beta-gal luminescence; efflux-impaired pdr1/pdr3 knockout yeast; score 100 = 6 SD above DMSO;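 active = lowest replicate activity score at least 50, where 100 means six control SD above control mean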;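 also: yeast exposed to compound for 9 h at 30 °C; higher score means more reporter readthrough which indicates perturbed polyadenylation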
KCNK9 block = KCNK9 potassium channel inhibitors, primary screen, HEK293 cells, thallium flux | FluxOR thallium flux fluorescence; stronger effect = lower value | B-score at 10 µM | hit rate 1.2% among 310,000 | AID 488922, 2010;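 active = ratio B-score over 3 SD below the library mean, with starting fluorescence within 5 SD of its mean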;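 also: negative B-score means less thallium flux so channel inhibition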
Target sequence (Q9NPC2 whole entry, looked up): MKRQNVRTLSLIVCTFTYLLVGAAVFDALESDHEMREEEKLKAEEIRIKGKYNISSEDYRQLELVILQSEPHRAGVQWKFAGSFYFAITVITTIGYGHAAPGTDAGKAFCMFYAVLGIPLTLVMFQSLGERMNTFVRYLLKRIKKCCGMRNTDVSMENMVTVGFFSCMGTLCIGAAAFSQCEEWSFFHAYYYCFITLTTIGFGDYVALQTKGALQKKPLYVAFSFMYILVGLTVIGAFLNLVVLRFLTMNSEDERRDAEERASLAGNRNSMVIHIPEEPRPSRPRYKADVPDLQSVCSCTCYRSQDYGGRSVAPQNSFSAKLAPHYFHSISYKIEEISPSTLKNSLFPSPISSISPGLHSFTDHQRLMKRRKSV
hERG protect = hERG rescue from dofetilide block, primary screen, cell-based, CHO-hERG, FluxOR thallium flux, dofetilide IC70; Voltage-gated inwardly rectifying potassium channel KCNH2 (Homo sapiens), Q12809; dofetilide IC70 present; activation (rescue from dofetilide block), less the hit threshold, % at 10 µM; hit rate 0.51% among 310,000;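 active = activation above the mean of controls blocked by dofetilide plus 5 SD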;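 also: thallium influx through hERG after potassium depolarization seen as dye fluorescence rise; in these data hits start at about 4.7%; inactives centre near -7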
TRPC4 inh = inhibitors of mouse TRPC4 channel, primary screen, Fluo4 calcium, HEK293 TRPC4beta/mu-opioid cells; Short transient receptor potential channel 4 (Mus musculus), Q9QUQ5; DAMGO-evoked Fluo4 calcium flux; stronger effect = lower value; B-score at 10 µM; hit rate 0.39% among 300,000;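 active = B-score over 3 SD under the library average, no early fluorescence shift, positive overall ratio signal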
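Assay system – HEK293 line stably carrying TRPC4beta and mu-opioid receptor · Doses – single dose · Detection – Fluo4 calcium-dye fluorescence, kinetic read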
DYRK1A inh = rat Dyrk1A kinase inhibitors, primary screen, biochemical, single point, plate reader | ADP-Glo luminescence, NFATc1 peptide | inhibition, % at 12.5 µM | hit rate 0.43% among 310,000; in the data active = inhibition above about 50%;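 also: plate controls were vehicle with enzyme for no effect and no enzyme for full effect; many of its hits are not listed in these tables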
TRPC4 act = activators of mouse TRPC4 channel, primary screen, Fluo4 calcium, HEK293 TRPC4beta/mu-opioid cells. Fluo4 calcium fluorescence; stronger effect = higher value. B-score at 10 µM. hit rate 0.49% among 310,000. Short transient receptor potential channel 4 (Mus musculus), Q9QUQ5;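 active = B-score above 5 SD of library B-scores, and initial fluorescence ratio not above library mean plus 5 SD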;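 also: positive B-score marks a calcium rise read as TRPC4 activation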
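Incubation: 45 min room-temperature Fluo4 loading, 110 s read / System: HEK293 cells stably co-expressing mouse TRPC4beta and mu-opioid receptor / Signal: Fluo4 fluorescence, kinetic / Control set: buffer (low) and maximal DAMGO (high) / Measure: integrated baseline-normalised fluorescence ratio, converted to per-well B score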
KCNQ1 pot = potentiators or activators of KCNQ1 channel, primary screen, cell-based, thallium flux, high-throughput. CHO-K1 KCNQ1, thallium flux FluxOR fluorescence; stronger effect = higher value. B-score at 10 µM. hit rate 0.35% among 310,000. AID 2648, 2010;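 active = fluorescence ratio B-score, a plate-corrected score, at least three library SD, with initial intensity B-score within 5 SD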
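Material: CHO-K1 cells stably expressing KCNQ1. Medium: assay buffer for compound exposure, DMSO matched across wells. Reagent: K+/Tl+ depolarizing stimulus. Compound dosing: single-concentration screen. Times: 37 °C overnight plating, 90-min dark dye load, 20-min compound pretreatment. Technique: FluxOR Tl+ flux fluorescence.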
KCNQ1 inh = inhibitors of human KCNQ1 channel, primary screen, cell-based, thallium flux, high-throughput | CHO-K1 KCNQ1, FluxOR thallium flux fluorescence; stronger effect = higher value | B-score at 10 µM | hit rate 1.3% among 310,000;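 active = compounds whose thallium flux B-score, printed positive for inhibition, exceeds three library SD while starting fluorescence stays within three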;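 also: channel opened by potassium depolarization with thallium stimulus after 20 min compound exposure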
Platelet DG rel = inhibitors of platelet dense granule secretion, primary screen, cell-based, MLPCN, human platelets; human platelet-rich plasma, SFLLRN dense granule ATP release, luminescence; inhibition, %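 (compounds screened at 7.5 µM in platelet-rich plasma)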; hit rate 0.22% among 300,000; AID 1663, 2009;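 active = mean replicate score, as percent of positive control, at or above 50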
TRPC4 potent = positive allosteric modulators of TRPC4, primary screen, cell-based, mouse TRPC4beta, HEK293 mu-opioid, Fluo-4 calcium; Short transient receptor potential channel 4 (Mus musculus), Q9QUQ5; DAMGO EC20, Fluo-4 Ca2+ flux; stronger effect = higher value; B-score at 10 µM; hit rate 0.42% among 310,000; AID 2227, 2009;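 active = B-score of calcium response area above 5 SD of library B-scores, with initial fluorescence ratio within 5 SD of library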;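 also: B-score of integrated fluorescence ratio over time as area under calcium response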
KCNK3 inh = human KCNK3 channel inhibitors, primary screen, CHO cells, FluxOR thallium flux, B-score. Potassium channel subfamily K member 3 (Homo sapiens), O14649. FluxOR fluorescence; stronger effect = lower value. B-score at 10 µM. hit rate 0.84% among 340,000. AID 602410, 2012;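 active = B-score under library mean minus 4 SD, starting fluorescence ratio at most library mean plus 5 SD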;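 also: more negative B-score means stronger inhibition of thallium flux through KCNK3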
Target sequence (O14649 whole entry, looked up): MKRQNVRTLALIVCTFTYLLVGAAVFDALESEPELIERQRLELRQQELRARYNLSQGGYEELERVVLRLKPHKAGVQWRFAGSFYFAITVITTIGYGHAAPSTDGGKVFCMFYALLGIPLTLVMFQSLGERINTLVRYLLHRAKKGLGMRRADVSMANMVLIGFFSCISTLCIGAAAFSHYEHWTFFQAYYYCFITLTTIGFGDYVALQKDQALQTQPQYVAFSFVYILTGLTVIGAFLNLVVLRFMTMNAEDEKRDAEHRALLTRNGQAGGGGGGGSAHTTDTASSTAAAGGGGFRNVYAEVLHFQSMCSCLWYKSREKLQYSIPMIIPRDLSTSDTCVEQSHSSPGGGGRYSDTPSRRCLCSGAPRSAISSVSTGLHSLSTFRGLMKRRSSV
* hit, by the source's call; i = inactive; · = no result given. An excerpt; count on the stated rates, not on these rows.

Fields: PolyA inhibitor, KCNK9 block, hERG protect, TRPC4 inh, DYRK1A inh, TRPC4 act, KCNQ1 pot, KCNQ1 inh, Platelet DG rel, TRPC4 potent, KCNK3 inh
O=C(NCCn1cc(SCC(=O)N2CCOCC2)c2ccccc21)c1c(F)cccc1F
 : i, i, -12.8, i, 1.3, i, i, i, 5.0, i, i
CCOc1ccc(C(=O)N2CCN(c3cccc(C)c3C)CC2)cc1
 : i, i, -9.5, i, 0.6, i, i, i, -4.8, i, i
CS(=O)(=O)N(CC(=O)NCC1CCCO1)c1cccc(Cl)c1 (centres undefined)
 : i, i, -6.7, i, -4.3, i, i, i, -2.6, i, i
Nc1ncn(C23CC4CC(CC(C4)C2)C3)n1
 : i, i, -8.2, i, 1.5, i, i, i, -15.0, i, i
Cc1ccc(C(=O)NC(=S)N(C)C2CCCCC2)cc1Br
 : i, i, 1.8, i, ·, i, 16*, i, -0.2, i, i
COc1ccc([C@@H]2[C@@H]3C(=O)N(C(C)(C)C)C(=O)[C@@H]3[C@]3(Cc4ccccc4)C(=O)N(c4ccccc4)C(=O)N23)cc1
 : i, i, -5.9, i, 4.6, i, i, i, -1.3, i, i
O=C(CN1CCCCCC1)Nc1ccc(Br)cc1
 : i, i, -12.4, i, -1.2, i, i, i, 8.5, i, i
O=C(C1=C[C@@H](C2CC2)C[C@@H](OCCCCO)O1)N1CCOCC1
 : i, i, -7.2, i, -9.3, i, i, i, 2.3, i, i
CC1CCN(c2ccc(C(=O)NCCc3ccccc3)cn2)CC1
 : i, i, -8.8, i, -4.6, i, i, i, -2.6, i, i
O=C(N/N=C(/c1ccccc1)c1ccncc1)c1ccc2c(c1)OCO2
 : i, i, -7.8, i, 15.0, i, i, i, 10.7, i, i
Nc1nc(NCc2ccccc2)nc(-c2ccccc2)n1
 : i, i, -14.2, i, 2.2, i, i, i, 1.2, i, i
O=C(NNS(=O)(=O)c1ccc(F)cc1)c1ccccc1O
 : i, i, -4.2, i, -0.6, i, i, i, -2.2, i, i
CC1(C)Cc2c(C#N)c(NCCO)nc(-c3ccco3)c2CO1
 : i, i, -10.9, i, 14.7, i, i, i, -2.1, i, i
Cc1c(C(=O)N2CCOCC2)oc2c1C(=O)CC(C)(C)C2
 : i, i, 0.8, i, 7.6, i, i, i, 3.4, i, i
CCOc1cc(/C=N/NC(=O)CNc2cccc(C)c2)ccc1OC(=O)c1ccccc1
 : i, i, -6.9, i, 0.4, i, i, i, -1.3, i, i
CCOc1ccccc1Nc1cc(C)nc2nc(C)nn12
 : i, i, -9.7, i, -1.6, i, i, i, 1.2, i, i
O=C(NC1CCCCC1)c1ccc2c(=O)n(CC3CCCO3)c(=O)[nH]c2c1 (centres undefined)
 : i, i, -1.5, i, 11.1, i, i, i, 6.9, i, i
O=C(Nc1ncc(Cc2ccccc2)s1)C1=NCCN1
 : i, i, -12.4, i, ·, i, i, i, -41.8, i, i
CCN(CC)C(=O)Cn1cc(S(=O)(=O)CC(=O)Nc2ccc3c(c2)OCCO3)c2ccccc21
 : i, i, -11.8, i, ·, i, i, i, 4.1, i, i
O=C(CCN1C(=O)C2C3C=CC(C4CC34)C2C1=O)Oc1cccc2cccnc12 (centres undefined)
 : i, i, -0.3, i, -4.6, i, i, i, -3.1, i, i
CCN1C(=O)N[C@@H](c2cccc(C(F)(F)F)c2)[C@@H](C(=O)OC)[C@H]1C
 : i, i, -8.5, i, 2.1, i, i, i, 0.5, i, i
COc1ccc(CN2CCN(c3ccccn3)CC2)c(OC)c1
 : i, i, -7.4, i, -3.2, i, i, i, -1.7, i, i
Cc1ccc(-c2nnc3ccc(SCC(=O)NCc4ccco4)nn23)cc1
 : i, i, 2.3, i, 2.3, i, i, i, -1.0, i, i
O=C(Nc1ccccc1Cl)c1cccc(NC(=O)c2cccs2)c1
 : i, i, -3.4, i, 10.9, i, i, i, 7.8, i, i
N#Cc1cccnc1N1CCN(C(=O)c2ccc3c(c2)S(=O)(=O)c2ccccc2C3=O)CC1
 : i, i, -10.7, i, -1.4, i, i, i, 1.0, i, i
O=C1C(=O)N(Cc2cccnc2)C(c2cccc(F)c2)/C1=C(/O)c1ccc2c(c1)OCO2 (centres undefined)
 : i, i, -6.6, i, -6.5, i, i, i, 13.9, i, i
CCc1nnc(NS(=O)(=O)c2ccc(NC(=S)NC(=O)c3ccccc3)cc2)s1
 : i, i, -8.8, i, 10.6, i, i, i, -2.5, i, i
Cc1nn(C)c(C)c1/C=C(/C(=O)C(C)C)n1cncn1
 : i, i, -2.9, i, 2.0, i, i, i, 2.2, i, i
Cc1ccc(-c2nc(N)n(C(=O)c3cccs3)n2)cc1
 : i, i, -13.1, i, 0.0, i, i, i, -27.7, i, i
O=C(Cn1c(-c2ccccc2)c[n+]2ccsc12)c1ccccc1
 : i, i, -4.7, -11*, -3.4, i, i, i, -1.7, i, i

Whole records as entered above. Screens in order: PolyA inhibitor, KCNK9 block, hERG protect, TRPC4 inh, DYRK1A inh, TRPC4 act, KCNQ1 pot, KCNQ1 inh, Platelet DG rel, TRPC4 potent, KCNK3 inh
O=C(Cn1c(-c2ccccc2)c[n+]2ccsc12)c1ccccc1 reads i, i, -4.7, -11*, -3.4, i, i, i, -1.7, i, i
COc1ccc(CN2CCN(c3ccccn3)CC2)c(OC)c1 reads i, i, -7.4, i, -3.2, i, i, i, -1.7, i, i
CCc1nnc(NS(=O)(=O)c2ccc(NC(=S)NC(=O)c3ccccc3)cc2)s1 reads i, i, -8.8, i, 10.6, i, i, i, -2.5, i, i

Reprinted at random: 2 records from the list
Fields: PolyA inhibitor, KCNK9 block, hERG protect, TRPC4 inh, DYRK1A inh, TRPC4 act, KCNQ1 pot, KCNQ1 inh, Platelet DG rel, TRPC4 potent, KCNK3 inh
Cc1ccc(-c2nc(N)n(C(=O)c3cccs3)n2)cc1
 : i, i, -13.1, i, 0.0, i, i, i, -27.7, i, i
N#Cc1cccnc1N1CCN(C(=O)c2ccc3c(c2)S(=O)(=O)c2ccccc2C3=O)CC1
 : i, i, -10.7, i, -1.4, i, i, i, 1.0, i, i

More compounds:
Fields: PolyA inhibitor, KCNK9 block, hERG protect, TRPC4 inh, DYRK1A inh, TRPC4 act, KCNQ1 pot, KCNQ1 inh, Platelet DG rel, TRPC4 potent, KCNK3 inh
Cc1ccc(-c2noc(CCC(=O)N3CCN(c4cccc(C(F)(F)F)c4)CC3)n2)cc1
 : i, i, -9.5, i, -5.2, i, i, i, -0.2, i, i
CCCn1c(SCC(=O)NCc2ccccc2)n[nH]c1=O
 : i, i, -5.7, i, -3.3, i, i, i, -2.0, i, i
COc1cccc(/C=N\NC(=O)Cn2nnc3ccccc32)c1O
 : i, i, -9.2, i, -2.5, i, i, i, -0.2, i, i
OCC1(Cc2ccccc2F)CCCN(CCc2ccccc2)C1 (centres undefined)
 : i, i, -6.0, i, -0.4, i, i, i, 1.3, i, i
O=C(NNS(=O)(=O)c1ccccc1[N+](=O)[O-])c1ccccc1Cl
 : i, i, 0.6, i, 2.3, i, i, i, 0.2, i, i
CCc1ccc(S(=O)(=O)Nc2ccc(Br)cn2)cc1
 : i, i, -4.6, i, 4.8, i, i, i, 1.2, i, i
CN(C)c1cc(NC(=O)CNC(C)(C)C)c2ccccc2n1
 : i, i, -22.1, i, -16.4, i, i, i, 14.4, i, i
Cc1cc(C)c2c3c(oc2n1)C(=O)N(c1cccc(Cl)c1)CC(=O)N3
 : i, i, -7.4, i, 0.5, i, i, i, -3.5, i, i
c1ccc(CCn2cnc3ccccc32)cc1
 : i, i, -3.3, i, 0.0, i, i, i, 28.9, i, i
O=C1Nc2ccccc2C1(O)c1ccccc1O (centres undefined)
 : i, i, -1.9, i, -2.6, i, i, i, -0.2, i, i
CCOc1cc(/C=C2\C(=O)ON=C2C)ccc1OCc1ccccc1
 : i, i, -7.4, i, -3.8, i, i, i, 9.0, i, i
Cc1ccc(Cl)cc1N1CCN(C(=O)C2CCN(c3nnc(-n4cccc4)s3)CC2)CC1
 : i, i, -9.1, i, 9.8, i, i, i, 2.0, i, i
COc1ccccc1NS(=O)(=O)c1ccc(C)c(C(=O)NCC(c2ccco2)N2CCCCC2)c1 (centres undefined)
 : i, i, -11.0, i, -6.1, i, i, i, -3.3, i, i
O=c1cc(CSc2nnc3ccccn23)c2c(ccc3ccccc32)o1
 : i, i, -12.9, i, 22.8, i, i, i, -2.7, i, i
Cc1ccc(/C=C(\NC(=O)c2ccccc2)C(=O)NCC2CCCO2)o1 (centres undefined)
 : i, i, -2.8, i, -2.9, i, i, i, 4.4, i, i
Cc1[nH]c(=O)[nH]c(=O)c1NC(=O)CSc1ncccc1-c1nc2ccccc2[nH]1
 : i, i, 1.5, i, -5.9, i, i, i, 3.8, i, i
CC(=O)N(C)c1ccc(OCC(O)CN(c2ccccc2C)S(=O)(=O)c2ccc(C)cc2)cc1 (centres undefined)
 : i, i, -13.7, i, 1.6, i, i, i, 24.2, i, i
O=C1OC(c2ccc3c(c2)OCO3)N(C(=O)c2ccc(Cl)c(Cl)c2)c2ccccc21 (centres undefined)
 : i, -7.52*, -7.5, i, 3.7, i, i, i, 8.9, i, i
CCSc1nc(-c2ccccc2)nc2c1CCCC2
 : i, i, -4.0, i, -5.3, i, i, i, -4.4, i, i
Cc1c(Cl)cnc(NC(=O)COC(=O)c2cc3c(s2)CCC(C)C3)c1Cl (centres undefined)
 : i, i, -4.0, i, 0.7, i, i, i, 4.1, i, i
Cc1ccnc(SCC(=O)Nc2sccc2C#N)n1
 : i, i, -10.4, i, -1.7, i, i, i, -0.3, i, i
O=C(c1ccccc1)[C@@H]1[C@@H]2C(=O)N(c3ccc(F)cc3)C(=O)[C@@H]2C2CCCN21 (some centres undefined)
 : i, i, -3.5, i, -5.9, i, i, i, -2.7, i, i
CCS(=O)(=O)N1CCc2cc(OC)c(OC)cc2C1
 : i, i, -12.1, i, -3.1, i, i, i, -3.1, i, i
O=[N+]([O-])c1cccc(/C=C/c2nc(C=Nc3ccccc3)c(O)o2)c1
 : i, i, -7.6, i, 4.3, i, i, i, 11.2, i, i
